Screening results deposited in PubChem BioAssay by Broad Institute.
CFTR F508del cor: CFTR F508del correction in bronchial cells; actives 0.36% (n = 350,000); activity (quench increase), % at 7.58 µM; AID 720511; CFBE cells, YFP halide quenching; stimulated with forskolin plus potentiator P3; % fluorescence drop versus neutral controls;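 active = mean added fluorescence quench of at least 8% versus neutral control, with both replicates also reaching 8%; inconclusive = only one of the mean or replicate conditions met; inactive = mean below 8% and not both replicates reaching 8%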;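 also: cells transiently co-express mutant CFTR-F508del with the halide-sensitive YFP; corrector assay measuring rescue of mutant channel to the surface after 24 h compound exposure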
DENV2 CPE: protects cells from dengue virus 2 cytopathic effect; DENV2-infected cells, cytopathic effect rescue, plate reader; CPE inhibition, % at 9.99 µM; actives 1.7% (n = 350,000); AID 651640; in the data active = CPE inhibition above about 20%, passing the limit was not always enough; inconclusive = no clear call, values can overlap the other calls; tested in BHK-21 cells;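 also: 0% = median of neutral control wells and 100% = median of positive control wells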
GSIS activator: primary screen for activators of insulin secretion dependent on glucose, INS-1E cells, GLuc reporter luminescence | INS-1E GLuc reporter insulin secretion, 2-3 h | activation, % at 16.6 µM | actives 0.61% (n = 370,000) | AID 743287;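 active = lowest replicate activation of at least 40%, so every replicate reaches that level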;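 also: 0% = median of neutral control wells and 100% = median of IBMX positive control wells; some compounds called inactive have numbers as strong as hits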
EWS-Fli inh: inhibitors of EWS/Fli oncoprotein transcriptional activity. A673 NR0B1-luciferase reporter, viability-normalised. inhibition, % at 12.6 µM. actives 0.67% (n = 350,000). AID 651661;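 active = mean inhibition of at least 50% after viability correction, with every replicate also passing that limit; inconclusive = mean reaches 50% but only one of two replicates passes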;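 also: firefly luciferase signal divided by Alamar Blue viability fluorescence both relative to DMSO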
miR-122 sensor: miR-122 inhibition in Huh7 cells; Huh7 miR-122 Renilla luciferase sensor, 48 h; neutral wells = 0, positive control = 100; activation (reporter increase), % at 12.5 µM; actives 0.3% (n = 340,000);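 active = mean replicate activation score at least 90 and every replicate individually at or above 90; inconclusive = only one of the two criteria met; inactive = neither criterion met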;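 also: higher luciferase means less miR-122 activity so hits act as miR-122 inhibitors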
PAX8 inh HTS: lowers PAX8-driven luciferase in RMG-I cells; RMG-I TPO-luciferase reporter, SteadyGlo, 24 h; inhibition, % at 12.6 µM; actives 1.2% (n = 360,000); AID 652154;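 active = mean replicate inhibition at least 60% with every replicate also reaching 60%; inconclusive = only one of the two criteria is met; inactive = mean below 60% and not all replicates reaching 60%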;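 also: luciferase light reporting Pax8 driven TPO promoter activity; plate controls were median of neutral control wells for no effect and mitoxantrone controls for full effect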
FN deposit inh: fibronectin deposition inhibition. AH1F fibroblasts, Alexa488-fibronectin deposition fluorescence, overnight. inhibition, % at 12.6 µM. actives 0.086% (n = 350,000);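 active = mean inhibition across replicates of 30% or more, regardless of how many single replicates reach that level; inconclusive = mean under 30% yet at least half of replicates reach 30%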;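 also: positive control wells lacked labelled fibronectin entirely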
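material = AH1F fibroblast monolayer depositing Alexa488-labelled fibronectin into matrix | amount = 10000 AH1F cells/well | buffer or medium = DMEM plus 2% serum, read in PBS | incubation = 1 h cell adhesion before compound, then overnight fibronectin incubation | detection = fluorescence at 485 nm excitation, 525 nm emission | evaluation = percent inhibition as loss of matrix-bound fibronectin fluorescence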
Active calls of the source: *; ? = inconclusive; nt = no result given; & = joins results of further samples; [ ] = dose if it differs, or a comment. An unsorted share of the library. About 3.9% of those tested had a hit in this group.

Every second line gives: CFTR F508del cor	DENV2 CPE	GSIS activator	EWS-Fli inh	miR-122 sensor	PAX8 inh HTS	FN deposit inh
1) C=CCOC(=O)C1=C[C@@H](c2cn(C(C)=O)c3ccccc23)C[C@@H](OCc2ccc(CO)cc2)O1
→ 1.1&-0.6	-15&7	-3	13&11	7	7&-5	2
2) C[C@H](CO)N1C[C@H](C)[C@H](CN(C)Cc2cccc(F)c2)Oc2ncc(C3=CCCC3)cc2C1=O
→ 3.1&2.4&0.0	-2&2&-7	-14&-21	18&4&2	23&-2[16.7 µM]	14&12	-17
3) CC(=O)Oc1cc2oc(=O)cc(C)c2cc1OC(C)=O
→ nt	nt	nt	nt	1	-10	-2
4) Nc1cc(Cl)c(N)cc1Cl
→ nt	nt	nt	nt	7	13	0
5) Cc1c(C(=O)Nc2cccc([N+](=O)[O-])c2)cnn1-c1ccccc1
→ 1.9	0	-3	-206	-2	-132	6
6) CC(=O)Nc1sc(NC(=O)c2ccco2)nc1-c1cccs1
→ -3.0	-4	6	-10	-6	-1	8
7) Cc1cc(C(=O)CN2C(=O)NC(C)(c3ccc(F)c(F)c3)C2=O)c(C)n1C1CC1 (stereo not drawn)
→ -3.0	nt	-26	0	5	13	9
8) CC1(C)CC(=O)C2=C(C1)N(c1cccc(Cl)c1)C(=O)NC2(C(F)(F)F)C(F)(F)F
→ 1.9	-12	nt	-2	-7	33	2
9) CCc1c(C)[nH]c2nc3ccccc3n2c1=O
→ nt	nt	nt	nt	-9	-15	-1
10) Cc1cccc(NC(=S)NC(=O)CC2CC(C)(C)OC2=O)c1 (stereo not drawn)
→ nt	nt	4	nt	nt	-18	-7
11) Cc1cc(NC(=O)CSCC(=O)OCc2nnc(-c3ccc(F)cc3)o2)no1
→ 1.4	-1	nt	-8	-7	-8	-10
12) O=C(Nc1ccnc(-c2ccncc2)n1)c1ccc(Cl)cc1
→ -3.4	-1	-6	-2	0	-24	16
13) CC1CCCC(C)N1C(=O)c1ccc(S(=O)(=O)NCc2ccco2)cc1 (stereo not drawn)
→ -2.6	1	-10	6	-2	-4	2
14) O=C(CN1CCCC1)N1c2ccccc2Sc2ccc(Cl)cc21
→ 1.8	4	-5	9	nt	-7	2
15) CC(C)CC#Cc1ccc2c(c1)O[C@@H](CN(C)C)[C@H](C)CN([C@H](C)CO)S2(=O)=O
→ 3.9	10	2	17	5[16.7 µM]	nt	5
16) O=C(COC(=O)C1(c2ccccc2)CC1)NNC(=O)c1ccccc1
→ -8.3	?	10	-6	nt	-22	nt
17) C[C@@H]1CCCCO[C@H](CN(C)C(=O)C2CCCCC2)[C@H](C)CN([C@@H](C)CO)C(=O)c2cc(NC(=O)Nc3ccc(F)cc3)ccc2O1
→ -3.2	5	-17	8	-8[16.7 µM]	39	nt
18) CC(Oc1cc2oc(=O)c3c(c2cc1Cl)CCC3)C(=O)NCc1ccccn1 (stereo not drawn)
→ -1.7	-8	35	-3	-2	-2	2
19) Cc1ccsc1C(=O)Nc1cccc(-n2cnnn2)c1
→ 2.4	6	4	nt	nt	-1	-12
20) COc1cccc(/C=N/NC(=O)CNC(=O)COc2cccc(C)c2)c1O
→ 4.8	-2	-2	1	nt	40	20
21) CN(CC(=O)Nc1ccccc1Cl)CC(=O)Nc1sc2c(c1C(N)=O)CCC2
→ 0.1	-3	5	4	nt	6	-5
22) C=CCNC(=O)c1cc2c(=O)c3ccccc3oc2nc1C
→ -1.0	6	4	-18	-6	-7	-2
23) COc1ccc(-c2ccc([C@@H]3[C@@H](CO)N4C(=O)CN(C(=O)C5CCOCC5)C[C@H]34)cc2)cc1
→ 0.6	4	16	9	nt	-42	nt
24) S=c1[nH]c(-c2ccccc2)cn1/N=C/c1ccccc1Br
→ -0.4	-6	1	22	10	31	4
25) CCN1CCN(CCCOc2ccc(Cl)cc2Br)CC1
→ -0.4	2	-1	0	nt	-3	3
26) CCCC#Cc1cnc2c(c1)C(=O)N([C@H](C)CO)C[C@H](C)[C@@H](CN(C)C(=O)C1CCC1)O2
→ 2.7	5	-6	4	-2[16.7 µM]	nt	nt
27) COc1ccc(C)cc1NC(=O)CN(C)S(=O)(=O)c1ccc2c(c1)CCCN2C(C)=O
→ 0.0	-1	-2	nt	nt	2	-13
28) O=C(N/C(=C/c1cn(-c2ccccc2)nc1-c1ccccc1)C(=O)N1CCOCC1)c1ccc(Cl)cc1Cl
→ nt	nt	-33	nt	2	-5	1
29) CC(C)C(OC(=O)CN1C(=O)COc2ccccc21)C(=O)NC1CCCC1 (stereo not drawn)
→ nt	nt	28	nt	1	nt	-2
30) COc1ccc(S(=O)(=O)Nc2ccc3c(c2)CC(=O)N([C@@H](C)CO)C[C@H](C)[C@H](CN(C)S(=O)(=O)c2c(C)noc2C)O3)cc1
→ -1.9	-1	-1	2	-2[16.7 µM]	nt	-15
31) C[C@@H]1CN([C@@H](C)CO)C(=O)c2cccc(NS(=O)(=O)c3cccs3)c2O[C@@H]1CN(C)Cc1ccccc1
→ -2.0	-2	11	-5	11[16.7 µM]	6	nt
32) COc1ccc2c3c(n(C)c2c1)[C@@H](CO)N(C)CC31CCN(S(=O)(=O)c2cccs2)CC1
→ -0.6	5	-12	-2	nt	nt	nt
33) CN(C(=O)c1ccc(NC(=O)Cc2cccc(NC(=O)C3CCCN(C(=O)CCc4ccccc4)C3)c2)cc1)C1CC1 (stereo not drawn)
→ -2.9	1	-2	-12	1	-15	2
34) CN1C(=O)c2cc(NS(=O)(=O)c3ccc(Cl)cc3)ccc2OC[C@H]2O[C@@H](CC(=O)O)CC[C@H]21
→ 0.0	1	10	-7	38[16.7 µM]	-27	7
35) Cc1ccc2nsnc2c1S(=O)(=O)NCc1cccnc1
→ nt	nt	nt	nt	-3	-5	-1
36) COC(=O)[C@]12CCCCC=C1N(CCC1=CCCCC1)C(=O)[C@H](CC(=O)NCc1ccc(C)o1)C2
→ 2.2	2	-13	6	nt	6	5
37) NC(N)=NC(N)=Nc1cccc(Cl)c1
→ -2.3	-5	8	-8	-1	0	-1
38) CN(C)S(=O)(=O)N(CC(=O)Nc1ccc(F)c(F)c1)c1ccccc1
→ -0.3	4	-7	3	2	nt	nt
39) N#Cc1ccc(N2CCOCC2)c([N+](=O)[O-])c1
→ 0.2	-9	-13	1	0	8	0
40) Cc1ccccc1-n1ncc(C(C)NC(=O)c2ccccc2)c1C (stereo not drawn)
→ 0.8	1	6	-1	nt	-26	-2
41) Cc1ccc(OCC(O)CN2CCOCC2)c(C)c1 (stereo not drawn)
→ 2.2	6	20	-12	-1	-24	-2
42) CCn1ncc(CN2CCCC(C(=O)c3cccc(OC(C)C)c3)C2)c1C (stereo not drawn)
→ nt	12	27	16	4	-5	-2
43) Cc1cccc(N=C2NC(=O)CS2)c1C
→ -0.7	-7	-10	0	nt	nt	nt
44) Cc1ccc(C)c(NC(=O)CSc2nnc(CNC(=O)c3ccco3)n2C)c1
→ 0.0	3	59	4	nt	-11	-6
45) COc1cc(/C=N/NC(=O)c2ccc(N(C)S(=O)(=O)c3ccccc3)cc2)cc(OC)c1OC
→ nt	nt	-24	nt	nt	-2	6
46) Cc1nc2ccccc2n1S(=O)(=O)c1cc(C(=O)O)ccc1Cl
→ 1.2	4	5	19	-4	0	2
47) O=C(COC(=O)c1ccc(C(F)(F)F)cc1)NC(=O)NC1CCCC1
→ 0.9	14	-9	-8	-6	-5	nt
48) Cc1c(NC(=O)COC(=O)C23CC4CC(CC(O)(C4)C2)C3)c(=O)n(-c2ccccc2)n1C
→ 1.5	-7	7	4	nt	-42	-3
49) O=C(c1cccc(Br)c1)N1CCN(C(=O)c2cccc(Br)c2)CC1
→ nt	nt	nt	nt	0	11	-2
50) NCCNC(=O)Cn1c(=O)c2c3c(sc2n(Cc2ccccc2)c1=O)CCCC3
→ 6.6	?	-26	7	-8	-1	-4
51) COc1ccc(S(=O)(=O)NCC2CCC(C(=O)NCCCN3CCCC3=O)CC2)cc1 (stereo not drawn)
→ -0.4	-5	-10	-1	-1	11	-7
52) O=C(C[C@@H]1CC[C@H]2[C@@H](COC[C@@H](O)CN2Cc2cc(F)ccc2F)O1)NCc1ccc(F)cc1
→ 0.6	-14	-15	1	-6[16.7 µM]	-19	5
53) C[C@@H]1CCCCO[C@@H](CN(C)CC2CCCCC2)[C@H](C)CN([C@@H](C)CO)C(=O)c2cc(NS(=O)(=O)c3ccccc3)ccc2O1
→ -1.0	4	-4	15	-5[16.7 µM]	14	nt
54) Cc1ccc(C(=O)NC(O)C(Cl)Cl)cc1 (stereo not drawn)
→ nt	nt	-4	nt	-1	nt	-4
55) O=C(CN1CCCCCC1)Nc1ccc(Oc2ccccc2)cc1
→ 2.2	11	-8	15	nt	13	14
56) Cc1c(S(=O)(=O)c2ccccn2)c(N)n(Cc2ccccc2Cl)c1C
→ -0.4	0	nt	2	nt	16	2
57) NC(=O)C1CC2(C1)CC(C(N)=O)C2 (stereo not drawn)
→ 2.1	-4	13	7	-1	-4	-8
58) CN(CC(=O)Nc1c(Cl)cccc1Cl)C(=O)c1cccc(-n2cccc2)c1
→ 1.1	-3	-11	-3	nt	6	0
59) CO[C@@H]1CN(C)C(=O)c2cc(NC(=O)C3CCCCC3)ccc2OC[C@H](C)N(C(=O)c2ccccc2)C[C@H]1C
→ 2.3	-8	-5	3	nt	-9	-2
60) O=c1c2cc(C(F)(F)F)ccc2sn1-c1ccccc1
→ -0.9	?	8	-12	4	-25	9

The listing continues:
Every second line gives: CFTR F508del cor	DENV2 CPE	GSIS activator	EWS-Fli inh	miR-122 sensor	PAX8 inh HTS	FN deposit inh
61) C[C@H]1CN([C@@H](C)CO)C(=O)c2cc(-c3cccnc3)cnc2O[C@@H]1CN(C)C(=O)Cc1cccnc1
→ -2.3	1	4	-13	-2[16.7 µM]	nt	-2
62) CCCCN(C)C(=O)c1cc2cc3cc(OC)ccc3nc2o1
→ nt	nt	-11	nt	nt	-145	3
63) Oc1ccccc1/C=N/N1CCN(c2ccccn2)CC1
→ -1.0	-2	6	-78	-2	-97	-5
64) CN(C)C(=O)C[C@@H]1C=C[C@H](NC(=O)C2CCOCC2)[C@H](CO)O1
→ 0.6	19	-5	-4	nt	nt	-5
65) COCC(=O)Nc1ccc2c(c1)[C@H]1C[C@@H](CC(=O)NC3CCCC3)O[C@H](CO)[C@H]1O2
→ -2.4	13	13	1	-6[16.7 µM]	-17	nt
66) CCOC(=O)C1C(=O)C=C(c2cccs2)CC1c1ccccc1C (stereo not drawn)
→ nt	nt	49*	nt	nt	4	-15
67) Cc1ccsc1C(=O)NCc1ccc(F)cc1
→ -2.4	-3	12	1	-5	-6	2
68) O=C(N=C1SC2CS(=O)(=O)CC2N1c1cccc(F)c1)C1CC1 (stereo not drawn)
→ 3.1	13	2	nt	-11	15	-17
69) O=C(COc1nc2ccccc2nc1N1CCOCC1)Nc1cccc(S(=O)(=O)N2CCCCC2)c1
→ 2.4	nt	-18	-1	28	31	3
